SSB-PriA inh: blocks PriA binding to SSB C-terminal tail; actives 0.6% (n = 430,000); AID 1272365; inhibition, % at 33 µM; AlphaScreen SSBct-PriA binding, biotinylated peptide; in the data active means inhibition mostly above about 37%, no sharp cut-off; inactive means mostly below about 20%;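 further: plate controls were negative control peptide for no effect and reference peptide for full effect; strong numbers were not always called active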
An asterisk follows results filed as active; & = joins results of further samples. This is a subset; rates above refer to the full screens.

SMILES	SSB-PriA inh
Cc1ccc(S(=O)(=O)NCC(c2cccn2C)N2CCc3ccccc3C2)c(C)c1 (configuration not stated)	14
Cn1cccc1C(CNC(=O)C(=O)Nc1ccc(OC(F)(F)F)cc1)N1CCCC1 (configuration not stated)	-23
CS(=O)(=O)C1CCN(C(=O)c2ccccc2F)CC1	-19
CC(=NNC(=O)c1cc2ccccc2cc1O)c1ccccn1	36
O=C(NCc1cccc(Oc2ccccn2)c1)c1ccccc1Br	13
COC(=O)c1ccccc1C[C@@H]1SC(N)=NC1=O	-8
O=C(NCc1cccs1)c1cccc(Oc2ccccn2)c1	-11
O=S(=O)(c1ccccc1)N1CCC(c2nnc(-c3ccc(F)cc3)o2)CC1	-9&-1
COc1ccc(C(=O)c2oc3cc(NC(=O)c4ccccn4)ccc3c2C)cc1OC	-9
CCOC(=O)c1cn[nH]c1S(=O)(=O)Nc1cccc(SC)c1	2
COC(=O)CS[C@H]1CCN(S(=O)(=O)c2cc(Cl)ccc2OC)C1	1
CCOC(=O)c1[nH]c2ccccc2c1NC(=O)c1c(OCC)ccc2ccccc12	19
CCOc1ccc2ccccc2c1C(=O)N1CC(=O)Nc2ccc(F)cc2C1c1ccc(F)cc1 (configuration not stated)	-3&8
C=CCn1c(-c2ccccc2)cs/c1=N/Nc1ccc([N+](=O)[O-])cc1	54
O=S(=O)(NCC[C@H](O)c1ccoc1)C1CC1	-3
CCOc1cc(C(=O)NCC(=O)NN)cc(OCC)c1OCC	4
COc1ccc(OC)c(NC(N)=Nc2nc(C)cc(C)n2)c1	-2
O=C(CN1CCC2(CC1)NC(=O)N(Cc1ccccc1)C2=O)Nc1ccc2c(c1)OCO2	-10
O=C(Nc1nc(-c2ccc(Cl)cc2Cl)cs1)c1ccccc1	-4
O=C(NCC#CCOc1ccc2c(c1)OCO2)c1ccsc1	30
Cc1cc(C)cc(OCCNC(=O)[C@H](C)Oc2ccc(Cl)cc2Cl)c1	-8
COc1ccc2c(CC(=O)Nc3ccc(S(N)(=O)=O)cc3)cc(=O)oc2c1	3
O=C(c1ccc(F)cc1)N1CCN(CCn2ccnc2-c2ccccc2)CC1	-11
CCOC(=O)c1sc(NC(=O)/C=C/c2cccs2)cc1C	1
Cc1ccc2nc(NC(=O)CSc3nc4c([nH]c5ccccc54)c(=O)n3-c3ccc([N+](=O)[O-])cc3)sc2c1	-8

Quoted at random: three entries already listed
SMILES	SSB-PriA inh
Cc1ccc2nc(NC(=O)CSc3nc4c([nH]c5ccccc54)c(=O)n3-c3ccc([N+](=O)[O-])cc3)sc2c1	-8
CC(=NNC(=O)c1cc2ccccc2cc1O)c1ccccn1	36
O=C(NCc1cccs1)c1cccc(Oc2ccccn2)c1	-11

More compounds follow.
SMILES	SSB-PriA inh
CCc1nnc(C2CCN(S(=O)(=O)c3ccc(Cl)cc3)CC2)s1	8
CN(Cc1ccco1)S(=O)(=O)c1ccc(C(=O)Nc2ccc(Cl)cc2)cc1	-2
CC(=NNC(=O)c1ccc(O)cc1)c1cccc(NC(=O)c2ccccc2C)c1	1
O=C(CC12CC3CC(CC(C3)C1)C2)NCC1CCCO1 (configuration not stated)	8
O=C(Nc1nnc(-c2ccno2)o1)c1sc2ccccc2c1Cl	-9
Cc1cc(C)n(CCNC(=O)C2CN(C(=O)c3c[nH]c4ccccc34)C2)n1	-3
Cc1c(Cl)cccc1NC(=O)NCCn1ncccc1=O	-15&-10
O=C(NCCS(=O)(=O)N1CCN(c2ccccc2F)CC1)c1cc2ccccc2o1	-1
COc1cccc(NC(=O)c2cc(-c3ccco3)nc3c2c(C)nn3C2CCS(=O)(=O)C2)c1 (configuration not stated)	11
O=C(Cn1ncccc1=O)NC1CCN(c2ccccn2)C1 (configuration not stated)	-2
CN(C)S(=O)(=O)c1ccc(C(=O)NCCn2ncc3c(=O)n(Cc4ccccc4F)cnc32)cc1	9
NC(=O)c1ccc(NC(=O)CSc2nnc3[nH]c(=O)cc(-c4ccccc4)n23)cc1	-12
N#Cc1ccc(COCC2CCN(S(=O)(=O)C3CCCCC3)CC2)cc1	-10
COc1ccc(OC)c2sc(N(CCN3CCOCC3)C(=O)c3snnc3C)nc12	-8
COc1cccc(C=NNc2nc3ccccc3n3cnnc23)c1	-3
O=C(NCc1ccco1)c1cc(=O)c(OCc2ccccc2)co1	-4
Cc1cccc(C)c1NC(=O)Cn1nc(-c2ccccc2)c2sc(N3CCCC3)nc2c1=O	-3
O=C(CSc1nccn1Cc1ccc(Cl)cc1)Nc1ccc2c(c1)OCCO2	42*
CN(C)c1ccc(C=NNC(=O)c2ccc(CN3CCOCC3)cc2)cc1Br	-1
CCc1cccc(NC(=O)Cn2nc(-c3cccs3)c3sc(N4CCOCC4)nc3c2=O)c1	0
CCSc1ccc(CC(=O)Nc2nc(-c3ccc(Cl)cc3Cl)cs2)cc1	-15
Cc1nc2cc(NS(=O)(=O)c3ccc(Oc4ccccc4Cl)cc3)ccc2s1	-6&-6
O=S(=O)(NCc1nn(C2CCCC2)c2c1CCCC2)C1CC1	-17
Cc1nc(-n2nc(-c3cccs3)cc2NC(=O)c2ccc([N+](=O)[O-])o2)[nH]c(=O)c1C	0
COc1ccccc1CNC(=O)Cn1nc2c(N3CCc4ccccc4C3)nccn2c1=O	-13

Ordered by molar mass (highest first): some entries from above
SMILES	SSB-PriA inh
Cc1nc2cc(NS(=O)(=O)c3ccc(Oc4ccccc4Cl)cc3)ccc2s1	-6&-6
CCSc1ccc(CC(=O)Nc2nc(-c3ccc(Cl)cc3Cl)cs2)cc1	-15
CN(Cc1ccco1)S(=O)(=O)c1ccc(C(=O)Nc2ccc(Cl)cc2)cc1	-2

(continued)
SMILES	SSB-PriA inh
COc1ccc2cc(-c3csc(NC(=O)c4cccc(N5C(=O)CCC5=O)c4)n3)oc2c1	3
Cn1cc(C(O)CNC(=O)C(=O)NCc2cccs2)c2ccccc21 (configuration not stated)	12
Cn1nc2c(cc1=O)CC(C(=O)N1CCN(C(=O)c3ccco3)CC1)CC2 (configuration not stated)	6
COc1cc(C)c(Cl)cc1S(=O)(=O)NCCC1=CCCCC1	-19
CCOc1ccc(Cl)cc1S(=O)(=O)NC1CCCCCC1	-4
Cc1cc(C(=O)NC2CCN(c3cc(C)[nH]n3)CC2)n[nH]1	-7
CC(=O)Nc1ccc(S(=O)(=O)NC2CC(C)(C)NC(C)(C)C2)cc1	-9
NC(=NOC(=O)c1ccncc1)c1cccc([N+](=O)[O-])c1	8
O=c1ccc(-c2ccco2)nn1CCCNS(=O)(=O)c1ccc2c(c1)CCCC2	-7
Cc1nn2c(SCC(N)=O)cc(C(C)(C)C)nc2c1-c1ccc(Cl)cc1	-17
CCOC(=O)N1CCN(C(=O)Cn2nc(-c3cccnc3)n(C3CC3)c2=O)CC1	-9
Cc1cc(C(=O)NN=Cc2c3ccccc3cc3ccccc23)n[nH]1	2
O=C(Nc1ccccc1C(F)(F)F)N1CCC(n2ccnn2)CC1	-18
CC(O)(CNC(=O)c1nc2ccccc2s1)c1cc2ccccc2o1 (configuration not stated)	-20
O=S(=O)(/C=C/c1ccccc1)Nc1cccc(-c2cnc3n2CCC3)c1	22
COc1ccc(S(=O)(=O)Nc2ccc3c(c2)N(C(C)=O)CC3)cc1OC	-4
O=C(NN=Cc1sc(=O)n(-c2ccccc2)c1Cl)c1ccncc1	-9
CC(C)(C)c1csc(NC(=O)c2cc(-c3ccccc3)nc3ccccc23)n1	-20
Cc1cc(Br)ccc1NC(=O)Cn1c(C)nc2c(c1=O)CCCC2	-7
Cc1noc(CNC(=O)c2cc3ccccc3[nH]2)n1	-20
O=C(Nc1nc(-c2ccccc2)cs1)c1ccccc1-n1cnnn1	30
Cc1cc(O)c(Cc2c(O)cc(C)n(Cc3ccccn3)c2=O)c(=O)n1Cc1ccccn1	4
COc1ccc(Cl)cc1NC(=O)CSc1ccc(N2CCN(c3cc(C)ccc3C)CC2)nn1	-1
O=C(Cn1c2ccccc2c(=O)c2ccccc21)NN=Cc1cc([N+](=O)[O-])ccc1N1CCCCCC1	-4
COc1cccc(C=NNC(=O)c2c(-c3ccccc3)noc2C)c1OC	7

Next part.
SMILES	SSB-PriA inh
O=C(CCN1C(=O)c2ccccc2S1(=O)=O)N(Cc1ccccc1)c1ccccn1	14
CC1(C)OC(c2ccccc2)=C/C(=C/C=NNC(=O)c2ccncc2)O1	18
Cc1cn2nc(C(=O)Nc3cccc(C#N)c3)cc2c(=O)[nH]1	-1
COc1cccc2sc(N3CC(OC(=O)Cc4ccc(S(C)(=O)=O)cc4)C3)nc12	-17
CCCCCCCCC(=O)NN=Cc1ccccn1	-3
O=C(c1cc(-c2ccco2)[nH]n1)N1CCC(N2CCC(Oc3ccccc3F)CC2)CC1	-10
CCOC(=O)c1ccc(NC(=O)COC(=O)c2ccco2)cc1	-9
COc1cc(C(C)=O)ccc1OC[C@@H](O)Cn1nc(C)c(C)c1C	-8
COc1ccc(S(=O)(=O)Nc2cccc(C(=O)Nc3nc(-c4ccccc4)cs3)c2)cc1	10
O=C(Nc1nc2c(s1)CCCC2)c1csc(Nc2ccccc2)n1	1
CCC(O)(CC)C(=O)NN=Cc1cc(Br)cc(Br)c1O	-15
Cc1c(Br)c(=O)oc2cc(OCC(=O)N3CC4C[C@H](C3)Cn3c4cccc3=O)ccc12	-7
CCOC(=O)c1c(-c2cccs2)csc1NC(=O)c1ccc2c(c1)OCCO2	-13
Nc1c(C(=O)Nc2nccs2)sc2nc3c(cc12)CCCCC3	-2
CCOc1cccc2sc(NC(C)=O)nc12	-8
O=C(CSc1nccn(-c2ccc3c(c2)OCCO3)c1=O)NC1CCCCC1	7
CC(C)(C)CC(=O)NCCn1ncc2c(=O)n(Cc3cccc(F)c3)cnc21	-7
CN(C)c1ccc(CCNC(=O)C(=O)NCc2ccc3c(c2)OCO3)cc1	6
Cc1ccccc1-c1ccc(N2CCN(C(=O)c3ccccc3F)CC2)nn1	-7
COc1cc(C(=O)Oc2ccccc2C=NNC(=O)c2ccc(Cl)cc2Cl)cc(OC)c1OC	-12
O=S(=O)(NN=Cc1ccc2c(c1)OCCO2)c1ccc(Cl)cc1	-1
COc1ccccc1CNC(=O)C(=O)NCc1n[nH]c(=O)c2ccccc12	-5
CCCc1n[nH]c2c1C(=NO)CC(c1ccccc1)C2 (configuration not stated)	-5
CC(C)c1nn(CC(=O)N2CCC(Cc3ccccc3)CC2)c(=O)c2c1cnn2C(C)(C)C	-26
CCCS(=O)(=O)N1CCc2ccc(NC(=O)c3cccs3)cc2C1	-10&-7

Other records:
SMILES	SSB-PriA inh
C[C@H]1CS(=O)(=O)N(c2cccc(C(=O)N3CCN(c4ncccn4)CC3)c2)C1=O	-7
OC1(c2ccc(F)cc2)CN(c2ccc(Br)cc2)C2=[N+]1CCCC2 (configuration not stated)	-6
Cc1cc(NC(=O)/C=C/c2ccccc2Cl)n(C(C)C)n1	6
CCc1ccc2nc(N3CCN(C(=O)COc4ccccc4)CC3)sc2c1	-3
O=C(Nc1ccc2c(c1)CCC(=O)N2Cc1ccccc1)c1ccc(F)cc1Cl	10
O=C(NCC(c1ccsc1)N1CCOCC1)C1CC1 (configuration not stated)	11
O=C1SC(Nc2cccc3ccccc23)C(=O)N1c1ccc(F)cc1 (configuration not stated)	0
O=C(CC(=O)NN=Cc1ccc([N+](=O)[O-])cc1)NCCc1ccccc1	15
COc1cccc(OC)c1C(=O)N(CCc1cccs1)Cc1ccoc1	-2
O=S(=O)(NCCn1ccc(-c2cccs2)n1)c1ccc2c(c1)CCCC2	-9
O=C(OC1CN(c2nc3ccccc3s2)C1)c1c[nH]c2ccccc12	-9
CC(=NNC(=O)c1ccc(C)cc1)C1C(=O)c2ccccc2C1=O	-6
CN1C(=O)CCc2cc(NC(=O)CCc3ccccc3Br)ccc21	-13
COC(=O)c1ccc2c(c1)[nH]c(=S)n1c3ccccc3nc21	-24
CS(=O)(=O)Nc1cccc(NC(=O)c2cc3n(n2)CCCO3)c1	-10
COc1cccc(OCC(=O)Nc2ccc3c(c2)OCC(C)(C)C(=O)N3CCC(C)C)c1	22
CCC(=O)Nc1ccc(S(=O)(=O)NCCOc2ccc3nnc(C)n3n2)cc1	-7
CCc1nc2c(sc3cccc(F)c32)c(=O)n1CC(=O)NCc1ccc(Cl)cc1	-22
O=C(NCC1(O)CCCC1)c1ccc2nsnc2c1	11
CCOC(=O)c1nn(-c2ccccc2C)c(=O)cc1OCc1c(F)cccc1Cl	0
COc1cc(NC(N)=Nc2nc(C)cc(C)n2)c(OC)cc1Cl	-6
CN(CC#CCNC(=O)NCc1cccs1)Cc1ccccc1	-6
Cc1ccc2nc(NC(=O)CSc3nccn3-c3cccc(C)c3C)sc2c1	10
Cc1nc2ccc(NC(=O)CNC(=O)c3ccccc3)cc2c(=O)n1-c1ccc(Cl)cc1	9
O=C(/C=C/c1ccc([N+](=O)[O-])s1)Nc1ccc(I)cc1	-7

Shown in markdown: part of the list above
| structure | SSB-PriA inh |
| --- | --- |
| CC(=NNC(=O)c1ccc(C)cc1)C1C(=O)c2ccccc2C1=O | -6 |
| CN1C(=O)CCc2cc(NC(=O)CCc3ccccc3Br)ccc21 | -13 |
| COC(=O)c1ccc2c(c1)[nH]c(=S)n1c3ccccc3nc21 | -24 |
| CS(=O)(=O)Nc1cccc(NC(=O)c2cc3n(n2)CCCO3)c1 | -10 |
| COc1cccc(OCC(=O)Nc2ccc3c(c2)OCC(C)(C)C(=O)N3CCC(C)C)c1 | 22 |
| CCC(=O)Nc1ccc(S(=O)(=O)NCCOc2ccc3nnc(C)n3n2)cc1 | -7 |

The results go on.
SMILES	SSB-PriA inh
CCOC(=O)NCC#CCN(C)C	1
Cc1ccc(-n2ncc3c(=O)n(NC(=O)c4ccc(-c5ccccc5)cc4)cnc32)cc1C	-3
COCc1c(C(=O)NC2CCCC2)nnn1-c1ccc(C)cc1	-29
CCCN1CCCc2cc(CCNC(=O)CCc3ccc(OC)cc3)ccc21	66*
CCC(=NNC(=O)c1ccc(Br)o1)c1ccc(Cl)cc1	-4
COc1cc(C=NNC(=O)CNC(=O)c2ccncc2)ccc1O	9
O=C(O)CCCN1C(=O)S/C(=C\c2ccc(Cl)cc2)C1=O	-19
CCc1cccc(C)c1NC(=O)CSc1nc2c(-c3ccc(C)cc3)csc2c(=O)n1C	-22
CCOC(=O)C1CCN(C(=O)c2nc(C)ns2)CC1	-18

Bioassay records: PubChem, Small Molecule Screening Facility, UW Madison
